Screens from PubChem BioAssay.
U2OS ROS induce = raises reactive oxygen species in U2OS cancer cells; 2% of 46,000 active; ROS induction (% of piperlongumine), % at 10 µM; U2OS ROS induction, H2DCF-DA fluorescence; in the data active means ROS induction above about 79%, passing the limit was not always enough; inconclusive means no clear call, values can overlap the other calls;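 further: 0% = DMSO vehicle median and 100% = reference compound median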
* hit, by the source's call; u = inconclusive. Not all compounds are listed; rates above refer to the full screens.

SMILES	U2OS ROS induce
COc1ccc(NC(=O)N(C)C[C@@H]2Oc3ccc(NC(=O)C4CCCCC4)cc3C(=O)N([C@H](C)CO)C[C@H]2C)cc1	5
O=C(CSc1nccc(=O)[nH]1)N1CCCc2ccccc21	-6
C[C@H]1CN([C@@H](C)CO)C(=O)c2cccc(NC(=O)C3CC3)c2O[C@@H]1CN(C)C(=O)Nc1ccc(C(F)(F)F)cc1	-8
C[C@H](CO)N1C[C@H](C)[C@@H](CN(C)S(C)(=O)=O)Oc2ccc(NC(=O)Nc3cccc4ccccc34)cc2C1=O	-5
COc1ccc(NC(=O)Nc2ccc3c(c2)C(=O)N([C@@H](C)CO)C[C@@H](C)[C@H](CN(C)Cc2ccc(C(F)(F)F)cc2)O3)cc1	-2
C[C@@H]1CN([C@H](C)CO)C(=O)c2cc(NC(=O)Nc3ccc4c(c3)OCO4)ccc2O[C@H]1CN(C)S(C)(=O)=O	-6
COc1ccccc1NC(=O)c1ccc(OC(C)C(=O)Nc2cc(Cl)ccc2C)cc1 (stereo unspecified)	12
C[C@H](CO)N1C[C@H](C)[C@H](CN(C)C(=O)NC2CCCC2)Oc2ncc(-c3cccc(F)c3)cc2C1=O	37
COc1ccc(CNC(=O)c2cc(=O)[nH]c3ccc(S(=O)(=O)N4CCCCC4C)cc23)cc1 (stereo unspecified)	-2
COc1cc(NC(=O)COc2cc(C)c(Br)c(C)c2)c(OC)cc1Cl	-15
C[C@@H]1CN([C@H](C)CO)C(=O)Cc2cc(NS(=O)(=O)c3ccc(Cl)cc3)ccc2O[C@H]1CN(C)S(=O)(=O)c1ccc(F)cc1	-2
COc1ccc(NC(=O)N(C)C[C@@H]2Oc3c(NS(C)(=O)=O)cccc3C(=O)N([C@H](C)CO)C[C@@H]2C)cc1	-3
CCn1c(SCC(=O)Nc2sc3c(c2C#N)CCC(C(C)(C)C)C3)nnc1-c1ccco1 (stereo unspecified)	-6
C[C@@H]1CCCCO[C@H](CN(C)Cc2ccc(Cl)c(Cl)c2)[C@@H](C)CN([C@H](C)CO)C(=O)c2cc(NC(=O)c3ccccc3)ccc2O1	10
C=C[C@H]1C(=C)CCC2[C@H]1CC[C@@]1(O)[C@@](C)(C(=O)O)[C@H](O)CC[C@]21C (stereo partly specified)	-11
COc1cccc(/C=C/C(=O)O)c1C(C)C	-9
C[C@@H]1CN([C@@H](C)CO)C(=O)c2cccc(NC(=O)C3CC3)c2O[C@@H]1CN(C)CC1CCCCC1	-7
NS(=O)(=O)c1cccc2c1c([N+](=O)[O-])cc1[nH]c(=O)c(=O)[nH]c12	-3
O=C(c1ccco1)c1cn(-c2ccccc2)nc1C(=O)c1nc2ccccc2s1	67
O=c1[nH]c(SCc2n[nH]c(=S)n2-c2ccccc2)nc2ccccc12	-3
C[C@@H]1CN([C@@H](C)CO)C(=O)Cc2cc(NC(=O)Nc3ccc(C(F)(F)F)cc3)ccc2O[C@@H]1CN(C)S(=O)(=O)c1ccc(F)cc1	-2
Cc1ccc(C(=O)CSc2nc(C)nc3sc4c(c23)CCCC4)cc1	5
C[C@@H]1CN([C@H](C)CO)C(=O)c2cc(NS(=O)(=O)c3ccc(F)cc3)ccc2O[C@H]1CN(C)C(=O)NC1CCCCC1	-5
Cc1ccc(S(=O)(=O)N(C)C[C@@H]2Oc3ccc(NS(=O)(=O)c4cccs4)cc3CC(=O)N([C@H](C)CO)C[C@H]2C)cc1	95*
S=c1[nH]nc(CCCc2n[nH]c(=S)o2)o1	1
COc1ccc(S(=O)(=O)N(C)C[C@H]2Oc3c(cccc3N(C)C)C(=O)N([C@@H](C)CO)C[C@@H]2C)cc1	0
C[C@H]1CN([C@@H](C)CO)C(=O)c2cc(NC(=O)CCCCCC(=O)Nc3ccccc3N)ccc2O[C@@H]1CN(C)S(=O)(=O)c1cccs1	2
C=CCN1C(=O)[C@]2(O[C@H](CCO)[C@@H]([Si](C)(C)c3ccc(OC)cc3)[C@@H]2C)c2cc(N3CCC3=O)ccc21	21
O=C(CSc1nnc(-c2ccccc2F)n1-c1ccc(Cl)cc1)Nc1ccc(F)cc1F	6
C[C@@H]1CN([C@@H](C)CO)C(=O)c2cccc(NC(=O)Nc3ccccc3)c2O[C@@H]1CN(C)Cc1ccncc1	9
C[C@H](CO)N1C[C@H](C)[C@H](CN(C)Cc2ccc(C(F)(F)F)cc2)Oc2ccc(NC(=O)Nc3ccc4c(c3)OCO4)cc2C1=O	27
C[C@@H]1CN([C@@H](C)CO)C(=O)c2cccc(NC(=O)C3CCOCC3)c2O[C@H]1CN(C)S(=O)(=O)c1ccccc1	-16
C[C@@H]1CN([C@H](C)CO)C(=O)c2cccc(NS(=O)(=O)c3ccc(F)cc3)c2O[C@H]1CN(C)CC1CCCCC1	-6
COc1ccc(S(=O)(=O)Nc2cccc3c2O[C@@H](CN(C)S(=O)(=O)c2cccs2)[C@H](C)CN([C@H](C)CO)C3=O)cc1	-4
C[C@H]1CN([C@@H](C)CO)C(=O)Cc2cc(NC(=O)CCCCCC(=O)Nc3ccccc3N)ccc2O[C@H]1CN(C)C(=O)Nc1ccc2c(c1)OCO2	14
CNC(=O)C1CC(=O)N(C2CCCCCC2)C1 (stereo unspecified)	-11
C[C@@H]1CN([C@H](C)CO)C(=O)CCCn2nncc2CO[C@@H]1CN(C)C(=O)Nc1cccc2ccccc12	3
Cn1c(O)c(C=NC23CC4CC(CC(C4)C2)C3)c(=O)n(C)c1=O	2
Cc1noc(C)c1S(=O)(=O)Nc1ccc2c(c1)C(=O)N([C@H](C)CO)C[C@H](C)[C@@H](CN(C)Cc1ccc(C(=O)Nc3ccccc3N)cc1)OCCCC[C@@H](C)O2	13
C[C@H]1CN([C@@H](C)CO)C(=O)c2cc(NC(=O)Nc3ccccc3)ccc2O[C@H]1CN(C)Cc1ccc(C(=O)Nc2ccccc2N)cc1	-5
CC(C)COc1ccc(C(=S)N2CCCCC2)cc1	1
C[C@@H]1CCCCO[C@@H](CN(C)C(=O)Nc2cccc3ccccc23)[C@@H](C)CN([C@H](C)CO)C(=O)c2cc(NS(C)(=O)=O)ccc2O1	15
COc1ccc(OC)c(NC(=O)Cc2coc3ccc(C)cc23)c1	11
CCC(=O)N1c2ccccc2-c2nnc(SC)nc2OC1c1ccccc1 (stereo unspecified)	-8
COc1cc(CN(C)Cc2cccc3ccccc23)c([N+](=O)[O-])cc1OC	133*
C[C@H]1CN([C@@H](C)CO)C(=O)c2cccc(NS(C)(=O)=O)c2O[C@@H]1CN(C)S(=O)(=O)c1ccc(Cl)cc1	13
CC(C)c1ccc(NC(=S)N(Cc2ccccc2)C(C)C)cc1	-7
C=CCn1c(=O)c2c(C)c(C)sc2n2c(Nc3ccc(C(=O)OCC)cc3)nnc12	194*
C[C@@H]1CN([C@@H](C)CO)C(=O)c2cccc(NC(=O)Nc3ccccc3)c2O[C@@H]1CN(C)C(=O)Nc1ccc(F)cc1	-5
O=C(CSc1nnc(-c2ccccc2)n1-c1ccc(Cl)cc1)Nc1ccc(Cl)cc1	-9
COc1ccc(NC(=O)c2oc3ccccc3c2NC(=O)c2ccccc2)cc1	44
COC(=O)c1ccc(CN2CCN(c3ccccc3OC)CC2)cc1	-2
Cc1noc(C)c1NC(=O)Nc1cccc2c1O[C@@H](CN(C)S(=O)(=O)c1ccc(F)cc1)[C@H](C)CN([C@H](C)CO)C2=O	1
COc1ccc(NC(=O)Nc2ccc3c(c2)CC(=O)N([C@@H](C)CO)C[C@@H](C)[C@@H](CN(C)Cc2ccc(C(=O)O)cc2)O3)cc1	3
O=C(c1ccccc1Oc1nc([N+](=O)[O-])nn1Cc1ccccc1F)N1CCCC1	-6
C[C@@H]1CN([C@@H](C)CO)C(=O)c2cc(NC(=O)Nc3ccc4c(c3)OCO4)ccc2O[C@H]1CN(C)S(=O)(=O)c1ccc(Cl)cc1	13
COc1ccc(S(=O)(=O)Nc2cccc3c2O[C@@H](CN(C)Cc2ccc(Cl)c(Cl)c2)[C@@H](C)CN([C@@H](C)CO)C3=O)cc1	2
C[C@@H]1CN([C@@H](C)CO)C(=O)c2cc(NS(=O)(=O)c3cn(C)cn3)ccc2O[C@H]1CN(C)S(=O)(=O)c1ccc(F)cc1	-5
S=C(NCc1ccccc1)NC(Cc1ccccc1)c1ccccc1 (stereo unspecified)	-13
COc1cccc(-c2nnc(SCC(=O)Nc3cccc(Cl)c3)n2C)c1	-10

4 successive compounds out of the list so far, for reference:
SMILES	U2OS ROS induce
COC(=O)c1ccc(CN2CCN(c3ccccc3OC)CC2)cc1	-2
Cc1noc(C)c1NC(=O)Nc1cccc2c1O[C@@H](CN(C)S(=O)(=O)c1ccc(F)cc1)[C@H](C)CN([C@H](C)CO)C2=O	1
COc1ccc(NC(=O)Nc2ccc3c(c2)CC(=O)N([C@@H](C)CO)C[C@@H](C)[C@@H](CN(C)Cc2ccc(C(=O)O)cc2)O3)cc1	3
O=C(c1ccccc1Oc1nc([N+](=O)[O-])nn1Cc1ccccc1F)N1CCCC1	-6

(list continues)
SMILES	U2OS ROS induce
Cc1noc(C)c1NC(=O)N(C)C[C@H]1Oc2ccc(NS(=O)(=O)c3cn(C)cn3)cc2CC(=O)N([C@H](C)CO)C[C@H]1C	-3
O=C(NO)c1ccc(C(=O)N/N=C/c2cc(O)ccc2Br)cc1	-17
C[C@@H]1CN([C@H](C)CO)C(=O)Cc2cc(NC(=O)CCC(F)(F)F)ccc2O[C@H]1CN(C)C(=O)Nc1ccc(F)cc1	-5
O=C(COc1ccc(C2CCCCC2)cc1)Nc1cccc2ncccc12	0
C[C@H]1CN([C@@H](C)CO)C(=O)c2cc(NC(=O)Nc3ccccc3)ccc2O[C@H]1CN(C)S(=O)(=O)c1ccc(Cl)cc1	3
C[C@H]1CN([C@@H](C)CO)C(=O)c2cc(NS(C)(=O)=O)ccc2O[C@@H]1CN(C)Cc1ccc(C(F)(F)F)cc1	66
Cc1ccc(/C=C/C(=O)NC(=S)N2CCN(c3ccc(F)cc3)CC2)cc1	16
C[C@@H]1CN([C@H](C)CO)C(=O)c2cc(NC(=O)NC3CCCCC3)ccc2O[C@@H]1CN(C)Cc1ccc2c(c1)OCO2	2
C[C@@H]1CN([C@H](C)CO)C(=O)c2cc(NC(=O)Cc3cn(C)c4ccccc34)ccc2O[C@H]1CN(C)Cc1ccc(C(=O)Nc2ccccc2N)cc1	13
Cc1noc(C)c1S(=O)(=O)Nc1ccc2c(c1)C(=O)N([C@H](C)CO)C[C@@H](C)[C@@H](CN(C)Cc1ccc(-c3ccccc3)cc1)O2	32
C[C@@H]1CN([C@H](C)CO)C(=O)Cc2cc(NS(=O)(=O)c3cn(C)cn3)ccc2O[C@H]1CN(C)C(=O)NC1CCCCC1	9
COc1ccc(NC(=O)Nc2cccc3c2O[C@H](CN(C)S(=O)(=O)c2cccs2)[C@@H](C)CN([C@@H](C)CO)C3=O)cc1	-4
COc1ccccc1S(=O)(=O)N(C)C[C@@H]1OCc2cn(nn2)CCCC(=O)N([C@@H](C)CO)C[C@H]1C	u
C[C@@H]1CCCCO[C@@H](CN(C)S(=O)(=O)c2cccs2)[C@@H](C)CN([C@H](C)CO)C(=O)c2cc(NC(=O)CCCCCC(=O)Nc3ccccc3N)ccc2O1	6
COc1ccc(NC(=O)Cn2cnc3sc(C)c(C)c3c2=O)cc1	1
CC(C)(CO)NCC(O)COc1ccccc1Cl (stereo unspecified)	-8
C[C@H](CO)N1C[C@H](C)[C@@H](CN(C)Cc2ccc3c(c2)OCO3)Oc2ccc(NC(=O)Cn3cnnn3)cc2C1=O	0
Cc1noc(C)c1S(=O)(=O)Nc1ccc2c(c1)CC(=O)N([C@H](C)CO)C[C@@H](C)[C@H](CN(C)Cc1ccc(Oc3ccccc3)cc1)O2	18
COc1ccc(S(=O)(=O)N(C)C[C@H]2Oc3c(NC(=O)Nc4cccc5ccccc45)cccc3C(=O)N([C@H](C)CO)C[C@H]2C)cc1	4
Cc1noc(C)c1NC(=O)Nc1ccc2c(c1)C(=O)N([C@@H](C)CO)C[C@@H](C)[C@H](CN(C)C(=O)Nc1c(C)noc1C)O2	13
C[C@H]1CN([C@@H](C)CO)C(=O)c2cccc(NS(=O)(=O)c3ccc(Cl)cc3)c2O[C@H]1CN(C)Cc1ccc(C(=O)Nc2ccccc2N)cc1	30
COc1ccc(OC)c(-n2c(-c3cc(-c4ccco4)[nH]n3)n[nH]c2=S)c1	8
Cc1noc(C)c1NC(=O)N(C)C[C@H]1OCc2cn(nn2)CCCC(=O)N([C@@H](C)CO)C[C@@H]1C	-16
COc1ccc(-c2nn3c(Cn4cnc5ccccc54)nnc3s2)cc1OC	12
Cc1noc(C)c1NC(=O)N(C)C[C@H]1Oc2ccc(NC(=O)Cc3cn(C)c4ccccc34)cc2C(=O)N([C@H](C)CO)C[C@H]1C	6
CCOC(=O)c1sc(COc2ccc3nonc3c2)nc1C	-3
C[C@@H]1CN([C@H](C)CO)C(=O)c2cc(NC(=O)c3ccncc3)ccc2O[C@@H]1CN(C)S(=O)(=O)c1cn(C)cn1	3
COc1ccc(NC(=O)Nc2ccc3c(c2)CC(=O)N([C@@H](C)CO)C[C@@H](C)[C@@H](CN(C)Cc2ccc(C(=O)Nc4ccccc4N)cc2)O3)cc1	14
COc1ccc(NC(=O)C(C)N(c2cc(C)cc(C)c2)S(C)(=O)=O)c(OC)c1 (stereo unspecified)	-3

Quoted at random: 4 records from the list
SMILES	U2OS ROS induce
C[C@@H]1CN([C@H](C)CO)C(=O)c2cc(NC(=O)c3ccncc3)ccc2O[C@@H]1CN(C)S(=O)(=O)c1cn(C)cn1	3
Cc1noc(C)c1NC(=O)N(C)C[C@H]1Oc2ccc(NC(=O)Cc3cn(C)c4ccccc34)cc2C(=O)N([C@H](C)CO)C[C@H]1C	6
COc1ccc(NC(=O)C(C)N(c2cc(C)cc(C)c2)S(C)(=O)=O)c(OC)c1 (stereo unspecified)	-3
COc1ccc(NC(=O)Nc2ccc3c(c2)CC(=O)N([C@@H](C)CO)C[C@@H](C)[C@@H](CN(C)Cc2ccc(C(=O)Nc4ccccc4N)cc2)O3)cc1	14
